NTR1 agonist – agonists of NTR1, primary screen, imaging, U2OS cells, beta-arrestin-GFP, high content (AID 493036); NTR1-U2OS beta-arrestin-GFP spot imaging, agonist mode; 330,000 compounds, 0.17% hits; activation, % at 20 µM; P30989;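 active means activation at or above 40% of the spot to cytoplasm intensity ratio, with at least 20 cells analyzed; inconclusive means wells under 20 cells, flagged as cytotoxic or low count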;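 further: 0% = DMSO without peptide and 100% = 100 nM NTR1 peptide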
Target sequence (P30989 whole entry, looked up): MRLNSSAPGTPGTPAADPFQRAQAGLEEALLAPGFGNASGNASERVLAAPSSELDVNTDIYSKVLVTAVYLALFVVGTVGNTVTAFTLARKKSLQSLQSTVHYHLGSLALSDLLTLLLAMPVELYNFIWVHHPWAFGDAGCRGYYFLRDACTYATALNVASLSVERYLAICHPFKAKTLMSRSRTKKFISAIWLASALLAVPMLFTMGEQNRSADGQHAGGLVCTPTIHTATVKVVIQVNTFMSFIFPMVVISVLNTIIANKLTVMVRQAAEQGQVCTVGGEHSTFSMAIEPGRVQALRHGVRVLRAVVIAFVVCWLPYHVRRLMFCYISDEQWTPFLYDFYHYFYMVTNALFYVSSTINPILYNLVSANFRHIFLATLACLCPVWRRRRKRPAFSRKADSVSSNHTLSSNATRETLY
West Nile antiviral – West Nile virus antiviral activity, cell-based, CPE readout (AID 1621); 290,000 compounds, 0.02% hits; CPE inhibition, % at 10 µM; hits with a dose series show IC50 in µM; West Nile virus-infected cells, CPE inhibition; higher % means a stronger effect; in the data active means a potency from the dose series; inconclusive means CPE inhibition mostly from about 3.7% at the one dose, without a potency; inactive means the rest, 99 in 100 with CPE inhibition below about 2.2%; further: strong numbers were not always called active
MgcRacGAP inhibition – MgcRacGAP GTPase-activating activity inhibitors, confirmation, biochemical, ADP Hunter fluorescence; one-dose inhibition, % at 30 µM; IC50 in µM for titrated hits; AID 624330; 340,000 compounds, 0.6% hits; MgcRacGAP-stimulated Rac1 GTP hydrolysis, ADP Hunter fluorescence; higher % means a stronger effect; GST-tagged Rac1 F28L mutant substrate;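 active means first-screen hits whose inhibition reached a set limit at any dose in the follow-up dose series; inconclusive means inhibition above the set first-screen limit but never retested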;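 further: fluorescence reports GDP produced by GAP-driven GTP hydrolysis; strong numbers were not always called active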
Dengue-2 NS5 capping – Dengue-2 NS5 methyltransferase inhibitors, primary screen, biochemical, confirmation dose response (AID 588689). Dengue-2 NS5 methyltransferase capping enzyme assay, biochemical; higher % means a stronger effect. inhibition, % at 25 µM; hits with a dose series show IC50 in µM. 340,000 compounds, 0.3% hits; in the data active means a potency from the dose series; inconclusive means inhibition above about 29% without an active follow-up result
UTI89 phage lysis – inhibition of K1F phage lysis, E. coli UTI89, bacterial capsule biogenesis inhibitors, alamar blue (AID 488966). 340,000 compounds, 0.02% hits. one-dose inhibition, % at 100 µM; IC50 in µM for titrated hits. E. coli UTI89 K1F phage lysis, alamar blue, 2 h; higher % means a stronger effect;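 active means phage lysis inhibition, versus mean bacterial control, above a set limit; inconclusive means no clear call, values can overlap the other calls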;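 further: capsule biogenesis inhibitors block K1F phage lysis so surviving cells raise fluorescence; higher fluorescence means more inhibition of phage lysis; actives were called in the ten point dose series up to 300 µM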
SV40 large T antigen – TAg ATPase/helicase activity blockers – biochemical (AID 1903); inhibition, % at 20 µM, or IC50 in µM where a hit was titrated; 310,000 compounds, 0.39% hits; SV40 large T antigen ATPase/helicase inhibition assay; higher % means a stronger effect; in the data active means a potency from the dose series; inconclusive means inhibition mostly from about 32% at the one dose, without a potency; inactive means the rest, 99 in 100 with inhibition below about 32%; further: strong numbers were not always called active
Salmonella PhoP GFP – PhoP-dependent GFP reporter repression – Salmonella Typhimurium, primary screen (AID 1863); S. Typhimurium PhoP-regulated promoter GFP reporter, 4 h; higher % means a stronger effect; inhibition, % at 50 µM; hits with a dose series show IC50 in µM; 300,000 compounds, 0.16% hits;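 active means inhibition over 29.93%, a cutoff 3 SD above the screen mean, later confirmed by dose response; inconclusive means inhibition over 29.93% but no dose response follow-up; inactive means inhibition at most 29.93% or unconfirmed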;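 further: 0% = low Mg2+ inducing control and 100% = high Mg2+ repressing control; strong numbers were not always called active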
RSV antiviral HEp-2 – inhibition of RSV-induced cytopathic effect – HEp-2 cells, primary 10 µM value included (AID 2391); HEp-2 cells, RSV-induced CPE inhibition; higher % means a stronger effect; one-dose CPE inhibition, % at 10 µM; IC50 in µM for titrated hits; 310,000 compounds, 0.13% hits; in the data active means a potency from the dose series; inconclusive means CPE inhibition mostly from about 23% at the one dose, without a potency; inactive means the rest, 99 in 100 with CPE inhibition below about 21%; further: strong numbers were not always called active
T cell modulator – T cell immune modulators affecting CD8 T cell-vesicle binding | 2C CD8+ T cell-vesicle binding, flow cytometry; active compounds read low | calls only at 7 µM | 330,000 compounds, 0.068% hits | AID 2052;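 active means response, share of CD8 T cells binding vesicles, and their 90th percentile fluorescence all below set limits, cut at about 80% in these data, passing the limit was not always enough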
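Assay system: 2C TCR transgenic mouse naive CD8+ T cells, MACS-purified | Read-out: CD8+ gate FL2 mean fluorescence as % of same-row positive control | Signal: High-throughput flow cytometry with anti-B7-1 and anti-CD8 staining | Timing: Binding step 1.5 h, 37 °C, antibody labelling 20 min, ice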
T cell modulator vesicle-bound % – second read-out of T cell modulator, no call of its own (marks repeat the call); double positive events, %; measured here: CD8+ vesicle-bound cell fraction;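 binding gate set so that unloaded-vesicle control wells show 10% double positive cells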
NTR1 agonist cell count 20 µM – further read-out of NTR1 agonist, marked with its call; cell count; measured here: cell count, cytotoxicity flag
Dengue-2 NS5 capping pilot replicate – second read-out of Dengue-2 NS5 capping, no call of its own (marks repeat the call); inhibition, %; measured here: pilot screen replicate inhibition
* marks the source's active call; other numbers are inactive results; i = inactive; ? = inconclusive; / = no result given; [ ] = dose if it differs, or a comment.

SMILES	NTR1 agonist	NTR1 agonist cell count 20 µM	West Nile antiviral	MgcRacGAP inhibition	Dengue-2 NS5 capping	UTI89 phage lysis	SV40 large T antigen	Salmonella PhoP GFP	RSV antiviral HEp-2	T cell modulator	T cell modulator vesicle-bound %	others
O=C(NCC12CC3CC(CC(C3)C1)C2)c1nc2ncccn2n1	3.0	57	-0.2%	13%	8%	-0.2%	1%	-4%	-1.4%	i	29	Dengue-2 NS5 capping pilot replicate=-2.1
O=C(COC(=O)C1(c2ccccc2)CC1)NNC(=O)c1ccccc1	-0.8	72	/	10%	4%	1.3%[50 µM]	11%	8%	0.8%	i	26
COc1ccccc1N1CCN(CC(O)COCCOc2ccc(Br)cc2)CC1 (stereo not given)	-1.1	49	-1.4%	6%	-8%	10%	7%	13%	1.0%	i	33
Cc1c(C(=O)Nc2ccccn2)oc2ccc(Br)cc12	2.2	66	/	7%	-4%	0.9%[50 µM]	21%	6%	-1.6%	i	32
COc1ccc(S(=O)(=O)N2CCCCC2)cc1NC(=O)c1cc(C)on1	4.0	44	0.8%	5%	-9%	0.6%	5%	-8%	1.3%	i	23
O=C(CN1CCCCCC1)Nc1ccc(Oc2ccccc2)cc1	2.5	47	-0.5%	6%	-11%	0.1%	5%	0%	-2.1%	i	26
COC(=O)c1sccc1NC(=O)c1c(C)noc1C	1.8	89	-0.2%	3%	-6%	7.7%	9%	14%	-0.2%	i	1
O=C(Nc1ccccc1)Nc1ccc(Oc2cccnc2)nc1	-0.8	51	-0.9%	0%	-5%	-0.5%	8%	3%	/	i	34
CCCc1ccc2oc(C(=O)N3CCC(COC)C3)c(C)c2c1 (stereo not given)	6.8	57	-1.4%	12%	-5%	-0.1%	2%	-2%	7.1%	i	11
Cc1ccc(OCc2cc(C(=O)N(C)Cc3nccn3C)no2)cc1C	0.5	36	0.2%	8%	-2%	0.0%	3%	0%	3.5%	i	22
COc1cccc(CN2CC(C(=O)N3CCN(C(C)C)CC3)CCC2=O)c1 (stereo not given)	0.3	59	-0.1%	3%	2%	1.4%[50 µM]	-1%	-3%	0.5%	i	69
O=S(=O)(Nc1cccc(-c2cn3ccsc3n2)c1)c1ccc(F)cc1	1.4	82	-0.7%	4%	-4%	-0.4%	46%	-4%	17%	i	16
Cc1cc(N2CCOCC2)nc2ccc(NC(=O)C3CCC(C)CC3)cc12 (stereo not given)	1.3	86	-0.7%	-3%	6%	-0.1%	-1%	-5%	4.9%	i	30
Cc1ccc2c(n1)sc1c(-c3ccc(Br)cc3)c(C#N)c(N)nc12	10	77	-0.1%	-5%	-3%	0.4%	10%	-8%	38%	i	20
CCOC(=O)CCCNC(=O)CN1CCC(c2nc3ccccc3s2)CC1	-1.2	49	-1.1%	3%	-9%	0.3%	9%	1%	1.0%	i	13
N#Cc1cc2sc3nc4ccccc4n3c2cc1C#N	-0.3	60	0.4%	/	/	/	9%	0%	/	/	/
Nc1nonc1NC(=O)CSc1ncccc1C(=O)O	-1.3	48	0.3%	9%	-2%	0.8%	2%	13%	1.2%	i	41
CC(C)[N+](C)(C)CC(O)CN(c1ccccc1)c1ccccc1 (stereo not given)	-0.8	56	-0.1%	5%	-7%	1.7%	19%	5%	1.4%	i	25
Cc1c(NC(=S)NC(=O)c2cccc(Br)c2)c(=O)n(-c2ccccc2)n1C	-0.2	49	-0.3%	6%	/	0.9%	4%	-5%	-0.1%	i	31
Cc1ccc2nc(N(CCCN(C)C)C(=O)c3ccc(S(=O)(=O)N4CCc5ccccc5C4)cc3)sc2c1	18	47	?	7%	-9%	0.1%	5%	2%	5.8%	i	73
COc1ccc(N2CCN(C(=S)Nc3ccc(C)cc3)CC2)cc1	0.9	39	-0.2%	6%	-6%	-0.4%	30%	6%	4.5%	i	43
N/C(=N\OC(=O)/C=C/c1ccccc1)c1ccc(Cl)cc1	1.2	49	-0.8%	/	/	/	10%	-4%	/	i	27
COc1cccc(N2C(=O)CN(Cc3ccc(OC)c(OC)c3)C2=S)c1	0.1	86	0.5%	6%	-4%	1.9%	-1%	5%	1.4%	i	46
O=C(OC(C(=O)NCc1cccs1)c1ccc(F)cc1)c1ccco1 (stereo not given)	-0.3	87	0.2%	-5%	-5%	-0.5%	13%	-2%	1.1%	i	45

A draw from above in order of count of non-hydrogen atoms, low to high:
SMILES	NTR1 agonist	NTR1 agonist cell count 20 µM	West Nile antiviral	MgcRacGAP inhibition	Dengue-2 NS5 capping	UTI89 phage lysis	SV40 large T antigen	Salmonella PhoP GFP	RSV antiviral HEp-2	T cell modulator	T cell modulator vesicle-bound %	others
N#Cc1cc2sc3nc4ccccc4n3c2cc1C#N	-0.3	60	0.4%	/	/	/	9%	0%	/	/	/
COc1ccc(N2CCN(C(=S)Nc3ccc(C)cc3)CC2)cc1	0.9	39	-0.2%	6%	-6%	-0.4%	30%	6%	4.5%	i	43
O=S(=O)(Nc1cccc(-c2cn3ccsc3n2)c1)c1ccc(F)cc1	1.4	82	-0.7%	4%	-4%	-0.4%	46%	-4%	17%	i	16
Cc1c(NC(=S)NC(=O)c2cccc(Br)c2)c(=O)n(-c2ccccc2)n1C	-0.2	49	-0.3%	6%	/	0.9%	4%	-5%	-0.1%	i	31

Structures above with two or more sulfur atoms, in the order listed:
SMILES	NTR1 agonist	NTR1 agonist cell count 20 µM	West Nile antiviral	MgcRacGAP inhibition	Dengue-2 NS5 capping	UTI89 phage lysis	SV40 large T antigen	Salmonella PhoP GFP	RSV antiviral HEp-2	T cell modulator	T cell modulator vesicle-bound %	others
O=S(=O)(Nc1cccc(-c2cn3ccsc3n2)c1)c1ccc(F)cc1	1.4	82	-0.7%	4%	-4%	-0.4%	46%	-4%	17%	i	16
Cc1ccc2nc(N(CCCN(C)C)C(=O)c3ccc(S(=O)(=O)N4CCc5ccccc5C4)cc3)sc2c1	18	47	?	7%	-9%	0.1%	5%	2%	5.8%	i	73
